AGP1 TOR yeast: modulators of AGP1-GFP expression in yeast TOR pathway, primary screen, cell-based, multiplex flow cytometry, S. cerevisiae, MLPCN library; 3 h; GFP as percent of DMSO wells; GFP response vs DMSO, % at 10 µM; 320,000 compounds, 0.02% hits;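 active = GFP response relative to DMSO above a set limit, near screen average plus 3 SD, cut at about 150% in these data; inconclusive = fewer than 70 cells counted for the yeast strain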;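 also: median GFP channel fluorescence of the gated AGP1 strain per well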
MEP2-GFP yeast: modulators of MEP2-GFP levels in yeast, primary screen, S. cerevisiae, multiplex flow cytometry, MLPCN library; S. cerevisiae MEP2-GFP strain, 3 h; 100% = DMSO control level; GFP response vs DMSO, % at 10 µM; 330,000 compounds, 0.51% hits; AID 2016, 2009;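 active = GFP response versus DMSO above a set limit, roughly screen mean plus 3 SD, cut at about 180% in these data; inconclusive = fewer than 70 cells counted for a yeast strain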;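 also: median GFP fluorescence of the barcode-gated MEP2-GFP cells per well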
VLA-4 inh: inhibition in human VLA-4 binding assay, primary screen, VLA-4 allosteric modulator project, MLPCN library, flow cytometry, VLA-4 expressing cells | Integrin alpha-4 (Homo sapiens), P13612 | ligand binding flow cytometry | inhibition, % (about 7 µM as worked out from the volumes in the protocol) | 330,000 compounds, 0.2% hits | AID 2557, 2010; in the data active = inhibition above about 50%
RPL19A TOR yeast: RPL19A-GFP expression modulators in yeast, primary screen, cell-based, S. cerevisiae, multiplex flow cytometry, MLPCN | percent response vs DMSO, % at 10 µM | S. cerevisiae RPL19A-GFP strain, 3 h; stronger effect = lower value | AID 2025, 2009 | 330,000 compounds, 0.3% hits;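 active = percent response vs DMSO below 50%; inconclusive = fewer than 70 events counted for the yeast strain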;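 also: median channel GFP fluorescence of the barcoded RPL19A-GFP strain; ratio of sample median GFP to plate DMSO average so 100% = DMSO; lower means less RPL19A-GFP as with rapamycin TOR inhibition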
CIT2-GFP yeast: modulators of CIT2-GFP expression in yeast, primary screen, S. cerevisiae, GFP fusion, multiplex flow cytometry, MLPCN library | AID 2029, 2009 | S. cerevisiae CIT2-GFP strain, 3 h; 100 means same as DMSO wells | GFP response vs DMSO, % at 10 µM | 320,000 compounds, 0.065% hits;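 active = GFP response relative to DMSO above a set limit, near the screen mean plus 3 SD, cut at about 150% in these data; inconclusive = Fewer than 70 cells measured for a yeast strain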;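 also: ratio of well median GFP fluorescence to mean of DMSO wells on the plate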
GRK2 aptamer HTS: compounds blocking aptamer binding on GRK2 – biochemical, human GRK2, bead flow cytometry, HTS, primary screen; FAM-aptamer displacement from GRK2; inhibition of aptamer binding, % at 10 µM; 330,000 compounds, 0.59% hits; AID 488847, 2010;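 active = inhibition of aptamer binding above 40%, roughly 3 SD of noise, on plates passing a quality check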;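 also: median bead fluorescence of bound FAM aptamer so fluorescent compounds give negative values; no value below 0 was filed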
Target sequence (P25098 whole entry, looked up): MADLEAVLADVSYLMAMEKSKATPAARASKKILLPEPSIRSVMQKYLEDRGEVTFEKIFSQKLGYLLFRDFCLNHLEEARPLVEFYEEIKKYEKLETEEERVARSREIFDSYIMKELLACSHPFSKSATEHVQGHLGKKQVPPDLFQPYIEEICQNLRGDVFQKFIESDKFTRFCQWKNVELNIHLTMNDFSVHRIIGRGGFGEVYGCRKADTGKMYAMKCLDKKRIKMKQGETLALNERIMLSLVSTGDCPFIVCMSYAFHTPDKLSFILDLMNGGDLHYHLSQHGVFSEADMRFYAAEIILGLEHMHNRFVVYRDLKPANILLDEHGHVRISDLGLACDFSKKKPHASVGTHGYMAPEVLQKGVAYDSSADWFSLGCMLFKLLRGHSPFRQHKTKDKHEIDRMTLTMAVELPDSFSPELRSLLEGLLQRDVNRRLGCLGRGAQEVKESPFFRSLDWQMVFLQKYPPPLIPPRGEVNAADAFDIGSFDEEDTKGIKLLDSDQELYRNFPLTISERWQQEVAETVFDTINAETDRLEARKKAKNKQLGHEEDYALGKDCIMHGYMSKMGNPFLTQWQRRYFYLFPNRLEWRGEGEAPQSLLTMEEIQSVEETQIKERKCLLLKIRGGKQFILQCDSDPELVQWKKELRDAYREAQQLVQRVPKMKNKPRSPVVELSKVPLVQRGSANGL
LAP4-GFP MLPCN: modulators of LAP4-GFP expression in yeast, primary screen, S. cerevisiae, multiplex flow cytometry, MLPCN library; 320,000 compounds, 0.34% hits; GFP response vs DMSO, % at 10 µM; AID 2023, 2009; 3 h; median GFP as percent of DMSO wells;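 active = GFP response vs DMSO above a set limit, about the screen mean plus 3 SD, cut at about 150% in these data; inconclusive = under 70 cell events counted for the yeast strain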
Yeast superoxide: reduction of superoxide in aged yeast, primary screen, HTS | S. cerevisiae aged cells, superoxide DHE fluorescence; stronger effect = lower value | superoxide response (% of plate mean), % at 10 µM | 330,000 compounds, 0.18% hits;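 active = superoxide response under a set limit, about three screen SD below normal, cut at about 65% in these data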;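 also: yeast aged for seven days with compound at 30 °C before DHE staining; 100% = average MFI of all compound-treated wells on the plate with controls excluded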
* marks the source's active call; other numbers are inactive results; ? = inconclusive; . = no result given. Outcome played no part in choosing rows; overall some 1.7% were active at least once.

SMILES	AGP1 TOR yeast	MEP2-GFP yeast	VLA-4 inh	RPL19A TOR yeast	CIT2-GFP yeast	GRK2 aptamer HTS	LAP4-GFP MLPCN	Yeast superoxide
CCN(CC(=O)Nc1c(F)cccc1F)C(=O)/C=C/c1ccc(S(=O)(=O)N2CCCCCC2)cc1	106	104	3	106	99	1	106	95
O=C(O)CCC(=O)N1CCN(c2ncccc2C(F)(F)F)CC1	.	103	2	103	.	0	.	98
CC(=O)Nc1ccc(-c2ccccc2)s1	99	119	5	98	96	10	95	115
COC(=O)C1=C(C)N(C)C(=O)NC1c1c(O)ccc2ccccc12 (stereo unspecified)	107	124	-13	106	106	0	111	95
Cc1ccc(NC(=O)c2noc3c2CC(C(C)(C)C)CC3)cc1 (stereo unspecified)	97	91	-1	98	102	0	89	91
CCCCNc1c(-c2ccc(-c3ccc(OC)cc3)c(OC)c2)nc2ccccn12	91	100	-7	97	97	0	114	91
O=C(NNC(=O)C1CC=CCC1)c1ccccc1Cl (stereo unspecified)	108	111	-2	107	111	0	101	96
Cc1csc(SC(C)C(=O)Nc2ccc(S(=O)(=O)N3CCCC3)cc2)n1 (stereo unspecified)	102	105	23	99	99	0	102	99
COCCCNC(=S)NCCNc1nc2cc(C)c(C)cc2cc1C#N	98	106	8	94	79	1	112	93
Cc1ccc(-c2cnc3ccccc3n2)cc1C	99	102	2	100	95	0	106	107
COc1cc(OC)cc(-c2c(C#Cc3ccsc3)c3cc(Br)ccc3n2C)c1	101	94	37	91	90	0	105	81
CCOc1ccc(N2C(=O)CC(NCCNc3ccc(C(=O)c4cccs4)cc3)C2=O)cc1 (stereo unspecified)	113	116	5	102	99	2	114	107
CCCCCc1nc2c(c(=O)c3ccccc3n2C)c(=O)n1Cc1ccc(OC)cc1	101	93	-3	96	94	.	103	92
C=C(C)CN(Cc1ccccc1)C(=S)Nc1ccccc1	104	87	-1	102	104	10	78	91
CCOC(=O)C1=C(COC(=O)CCOc2ccccc2)NC(=O)NC1C (stereo unspecified)	97	106	8	96	96	0	102	101
Cc1cc(NC(=O)/C(C#N)=C/c2ccco2)n(-c2ccccc2)n1	105	104	0	110	105	0	95	112
O=C(Nc1cccc([N+](=O)[O-])c1)C(=O)N1CCCCC1	94	95	-13	97	89	0	100	111
Cc1ccc(NC(=O)c2nn(C34CC5CC(CC(C5)C3)C4)cc2[N+](=O)[O-])cc1	92	101	6	100	90	5	114	85
N#CC1=C(N)Oc2cc3ccccc3cc2C1c1cccnc1 (stereo unspecified)	98	97	9	98	101	2	97	101
CN1CCN(CCCN2c3ccccc3Sc3ccc(C(F)(F)F)cc32)CC1	90	97	47	100	88	0	114	90
CCOC(=O)C1=C(C)NC(=O)C1CC(=O)O (stereo unspecified)	98	101	17	95	98	6	93	107
COc1ccc(C(=O)/C=C/Nc2cc(C)on2)cc1	94	103	14	95	92	1	115	87
COCCn1c(=NC(=O)CSCC(=O)N2CCOCC2)sc2cc(C)ccc21	100	100	-2	104	103	0	98	100
CCC(C)(C)NC(=O)C(c1cccc(OC)c1OC)N(CCOC)C(=O)CCC(=O)Nc1cc(C)on1 (stereo unspecified)	102	110	5	102	107	0	97	109
O=C1/C(=C\c2ccccn2)SC(=S)N1c1ccc(S(=O)(=O)Nc2nccs2)cc1	89	93	-9	90	89	1	101	113
O=C(Nc1ccc(N2CCN(C(=O)c3ccc(Cl)cc3)CC2)cc1)c1ccc(Br)o1	84	89	-5	89	80	2	86	103
CCOC(=O)N1CCC(NC(=O)c2cc(C)c3c(C)nn(-c4ccccc4)c3n2)CC1	100	96	-9	100	102	2	100	101
CCOC(=O)c1c(=O)n(O)c2ccc(C)cc2[n+]1[O-]	102	108	9	92	108	0	98	87
COc1ccc2c(c1OC)C(=O)N(c1ccc(OCc3ccccc3)cc1)C2=O	103	105	12	105	105	0	89	106
COc1ccc(C(=O)OC2CCN(C)CC2)cc1	93	84	29	95	104	0	89	107
CC1=C(C(=O)Nc2ccccc2)C(c2ccc(C)o2)N2C(=O)CSC2=N1 (stereo unspecified)	104	99	11	100	103	2	106	96
CN1CCN(C(=O)CSc2nc(-c3cccs3)cc(-c3cccs3)c2C#N)CC1	101	109	-25	100	99	0	112	108
CC(=O)c1cc(C)ccc1OC(=O)c1ccco1	96	102	15	96	96	0	104	105
O=C(CCS(=O)(=O)c1ccccc1)NCc1ccccc1	101	99	-14	98	96	3	109	94
O=C(Cc1c(Cl)cccc1Cl)NC1CC1	95	105	7	94	101	0	90	119
Cc1cc(NCCCN2CCOCC2)n2nc(C)c(-c3ccc(F)cc3)c2n1	110	111	10	98	107	0	106	100
O=C(CN1C(=O)c2ccccc2S1(=O)=O)NCCc1ccccc1	93	99	9	104	91	0	87	107
COc1cc(CC(=O)OCC(=O)N2C(C)CCCC2C)cc(OC)c1OC (stereo unspecified)	97	106	7	106	106	0	84	101
O=[N+]([O-])c1ccc(N2CCN(c3ccc(F)cc3)CC2)cn1	96	110	3	102	95	4	95	92
Cn1c(N)c(C(=O)CN2CCc3ccccc3C2)c(=O)n(C)c1=O	91	107	-9	93	79	0	105	92
CCS(=O)(=O)c1ccc(C(=O)Nc2ccccc2)c(Cl)c1Cl	103	103	1	100	96	0	108	101
N#Cc1cccc(NC(=O)COC(=O)Cn2nc(-c3ccccc3)oc2=O)c1	101	99	11	101	96	1	102	107
C#CCOCCOCCOCCNc1nc(N2CCN(C(=O)[C@H](CCC(=O)O)n3cc(CN)nn3)CC2)nc(N2CCN(C(=O)[C@H](CCC(=O)O)n3cc([C@@H](N)[C@H](C)CC)nn3)CC2)n1	104	104	-9	102	101	5	97	96
CN1C(c2ccc(F)cc2)=CS/C1=C(/C#N)c1nnc(N2CCOCC2)n1-c1ccccc1	104	105	-1	105	103	0	96	98
COC(=O)c1cc2sccc2n1CC(=O)N1CCCc2ccccc21	100	99	-2	94	87	0	104	95
COc1ccc(NC(=O)CSc2ncnc3c2cnn3Cc2ccccc2)cc1	113	114	-1	111	.	0	106	103
CCN1C(=O)c2cccc3c(NC(=O)c4cccc(N5C(=O)CCC5=O)c4)ccc1c23	99	97	-16	97	99	0	102	107
O=C(COC(=O)c1ccccc1NC(=O)c1ccco1)NC1CC1	101	102	31	102	100	0	103	131
CCN(C[C@H]1N[C@@](Cc2ccccc2)(C(=O)OC)[C@H]2C(=O)N(C)C(=O)[C@@H]12)C(=O)c1ccccc1	109	107	31	106	113	0	104	123
CC1(C)Oc2ccc3ccc(=O)oc3c2[C@H](O)[C@H]1O	102	101	0	102	108	2	104	103

Continuation:
SMILES	AGP1 TOR yeast	MEP2-GFP yeast	VLA-4 inh	RPL19A TOR yeast	CIT2-GFP yeast	GRK2 aptamer HTS	LAP4-GFP MLPCN	Yeast superoxide
Cc1ccc(N2CC(C(=O)NCc3n[nH]c(=O)c4ccccc34)CC2=O)cc1 (stereo unspecified)	108	105	3	102	93	0	100	107
CCCCCOC(=O)c1c(N)n(CCOC)c2nc3ccccc3nc12	103	110	-20	106	112	0	114	108
CCOC(=O)Cc1csc(SCC(=O)NC2CCS(=O)(=O)C2)n1 (stereo unspecified)	95	94	0	98	93	0	99	100
Cc1ccc2nsnc2c1S(=O)(=O)N1CCN(CCc2ccccc2)CC1	113	113	-9	102	105	0	97	85
CCOc1ccc(NC(=S)N2CCN(S(=O)(=O)c3ccccc3)CC2)cc1	94	103	-15	110	97	0	73	100
O=[N+]([O-])c1ccc(Cl)c(/C=N/n2c(COc3ccccc3)n[nH]c2=S)c1	103	102	0	98	108	0	97	97
Cc1cc(C)cc(N(CC(=O)NCC2CCCO2)C(=O)CCC(=O)Nc2nccs2)c1 (stereo unspecified)	107	104	-11	104	101	0	95	81
CC1CCCN(S(=O)(=O)c2ccc3c(c2)c(=O)nc2ccccn23)C1 (stereo unspecified)	106	106	1	102	105	0	101	102
CCOc1ccc(NS(=O)(=O)c2cc(NC(=O)c3ccc(C)cc3)ccc2Cl)cc1	?	?	1	?	?	0	?	95
COc1ccc(S(=O)(=O)N2CCCC(C(=O)NC3CC3)C2)cc1Cl (stereo unspecified)	100	104	1	102	108	0	104	105
CCOc1ccc(Nc2nc3c(C)cccc3cc2C#N)cc1	101	105	-34	103	101	0	92	94
COc1cccc(C(=O)NCCS(=O)(=O)N2CCCC2)c1	108	95	-5	100	102	0	109	94
COc1ccc(C(=O)NCCCNC(=O)c2cccnc2)cc1OC	102	106	-7	100	108	0	93	98
COC(=O)C(Cc1ccccc1)NC(=O)CCCC(=O)NCc1cccc(OC)c1 (stereo unspecified)	106	104	1	104	115	0	85	98
COc1cccc(CN(C(=O)c2ccc([N+](=O)[O-])cc2)C2CCS(=O)(=O)C2)c1 (stereo unspecified)	102	100	4	101	102	0	101	101
O=C(O)/C(=C\c1cccc(O)c1)c1ccc(S(=O)(=O)N2CCCC2)s1	90	92	4	91	92	6	92	96
CCOC(=O)c1cnn(-c2ccccc2)c1NC(=O)c1ccccc1C	92	96	-9	95	87	2	91	101
O=C(CSc1nnnn1C1CCCCC1)N1c2ccccc2Sc2ccccc21	103	101	11	101	92	0	100	106
O=C(CCS(=O)(=O)c1cccc2nsnc12)NC1CCCCCC1	101	101	20	99	97	0	100	95
Clc1cccc(Cl)c1Cn1cc(Br)cn1	98	88	-3	102	101	1	92	108
C/C(=N\NC(=O)CNc1ccc(F)cc1)c1cc2ccccc2o1	106	100	16	100	97	4	103	111
COc1ccc(S(=O)(=O)N2CCN(c3ncccn3)CC2)cc1[N+](=O)[O-]	90	99	0	91	91	0	85	117
CCN(c1ccccc1)S(=O)(=O)c1ccc(C(=O)NCC(=O)Nc2ccc(F)c(F)c2F)cc1	97	92	-3	95	92	0	92	111
Fc1cccc(CN2CCC(Cc3ccccc3)CC2)c1	109	114	9	105	101	0	106	96
CN(C)CCOc1ccc(-c2c(-c3ccsc3)sc3ccccc23)cc1	95	101	44	93	83	0	111	107
COc1cccc(-c2nnn(CC(=O)Nc3cc(OC)c(NC(=O)c4ccco4)cc3OC)n2)c1	93	94	14	95	85	0	88	111
O=C1Cc2ccccc2C(=O)N1Cc1ccccc1	103	102	9	101	93	4	106	75
COc1cccc(C(=O)OCCNC(=O)c2cccnc2)c1	92	102	-8	101	97	2	89	100
O=S(=O)(c1ccc(OCC2CO2)cc1)c1ccc(OCC2CO2)cc1 (stereo unspecified)	104	105	-4	103	105	0	97	109

Arranged by formula weight (rising): part of the list above.
SMILES	AGP1 TOR yeast	MEP2-GFP yeast	VLA-4 inh	RPL19A TOR yeast	CIT2-GFP yeast	GRK2 aptamer HTS	LAP4-GFP MLPCN	Yeast superoxide
O=C1Cc2ccccc2C(=O)N1Cc1ccccc1	103	102	9	101	93	4	106	75
COc1cccc(C(=O)OCCNC(=O)c2cccnc2)c1	92	102	-8	101	97	2	89	100
O=S(=O)(c1ccc(OCC2CO2)cc1)c1ccc(OCC2CO2)cc1 (stereo unspecified)	104	105	-4	103	105	0	97	109
CN(C)CCOc1ccc(-c2c(-c3ccsc3)sc3ccccc23)cc1	95	101	44	93	83	0	111	107
COc1cccc(-c2nnn(CC(=O)Nc3cc(OC)c(NC(=O)c4ccco4)cc3OC)n2)c1	93	94	14	95	85	0	88	111
